DUSP3 inh: DUSP3 (human) phosphatase inhibition; inhibition, % at 13.3 µM; P51452; AID 1654; recombinant VHR phosphatase, pNPP absorbance; 290,000 compounds, 0.52% hits; in the data active means inhibition above about 50%; further: some compounds called inactive have numbers as strong as hits
Target sequence (P51452 whole entry, looked up): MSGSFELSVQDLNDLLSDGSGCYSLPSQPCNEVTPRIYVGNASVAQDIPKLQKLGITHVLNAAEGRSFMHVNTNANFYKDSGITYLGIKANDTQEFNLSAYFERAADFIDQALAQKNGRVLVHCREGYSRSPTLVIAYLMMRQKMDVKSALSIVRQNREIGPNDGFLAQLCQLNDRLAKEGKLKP
3CLpro inhibitor: SARS-CoV 3CLpro protease inhibition | P0C6X7 | recombinant SARS-CoV 3CLpro, quenched FRET peptide cleavage | inhibition, % at 6 µM | 290,000 compounds, 0.14% hits; in the data active means inhibition above about 12%
PrPC TRFRET: inhibitors of human cell surface prion protein PrPC; 370,000 compounds, 0.43% hits; inhibition, % at 13.8 µM; TR-FRET read-out; P04156; in the data active means inhibition above about 24%; further: 0% = median of the test wells and 100% = reference compound wells
Y pestis TopoI: Y. pestis Topo-I inhibition via cleavage products. 360,000 compounds, 0.064% hits. activity, % at 10 µM. Y. pestis Topo-I cleavage product accumulation, plate reader. AID 504884; in the data active means activity above about 50%, passing the limit was not always enough; further: inactives centre near 2
MazF activator: activators of E. coli MazEF toxin-antitoxin RNase | P0AE70 | FAM/BHQ RNA-DNA oligo cleavage fluorescence, 5 h | activation, % at 20 µM | 350,000 compounds, 0.32% hits | AID 504720; in the data active means activation above about 50%
Target sequence (P0AE70 whole entry, looked up): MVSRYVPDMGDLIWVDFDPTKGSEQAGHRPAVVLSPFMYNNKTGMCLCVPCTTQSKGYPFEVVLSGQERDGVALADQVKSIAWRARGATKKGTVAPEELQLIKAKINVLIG
TcdB inh: blocks C. difficile toxin B glycohydrolase activity. P18177. TcdB glycohydrolase enzymatic assay, plate reader. inhibition, % at 9.99 µM. 350,000 compounds, 0.24% hits; in the data active means inhibition above about 10%
PriA SSB inh: K. pneumoniae PriA-SSBct interaction inhibition; 430,000 compounds, 0.6% hits; AlphaScreen SSBct-PriA binding, biotinylated peptide; AID 1272365; inhibition, % at 33 µM; in the data active means inhibition mostly above about 37%, no sharp cut-off; inactive means mostly below about 20%;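 further: plate controls were negative control peptide for no effect and reference peptide for full effect; strong numbers were not always called active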
CCHF vOTU inh: CCHFV vOTU protease inhibition; Pep-AMC fluorescence; inhibition, % at 11.5 µM; 370,000 compounds, 0.55% hits; in the data active means inhibition above about 30%; further: 0% = vehicle wells with enzyme and 100% = no enzyme wells
Rv3671c protease: Rv3671c (M. tuberculosis) protease inhibition | P9WHR9 | 320,000 compounds, 0.048% hits | AID 2606 | inhibition, % at 5.96 µM; in the data active means inhibition above about 38%;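 further: extracellular domain of Rv3671c used as enzyme; 0% = enzyme with DMSO and 100% = no enzyme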
Target sequence (P9WHR9 whole entry, looked up, the tested form may be a part): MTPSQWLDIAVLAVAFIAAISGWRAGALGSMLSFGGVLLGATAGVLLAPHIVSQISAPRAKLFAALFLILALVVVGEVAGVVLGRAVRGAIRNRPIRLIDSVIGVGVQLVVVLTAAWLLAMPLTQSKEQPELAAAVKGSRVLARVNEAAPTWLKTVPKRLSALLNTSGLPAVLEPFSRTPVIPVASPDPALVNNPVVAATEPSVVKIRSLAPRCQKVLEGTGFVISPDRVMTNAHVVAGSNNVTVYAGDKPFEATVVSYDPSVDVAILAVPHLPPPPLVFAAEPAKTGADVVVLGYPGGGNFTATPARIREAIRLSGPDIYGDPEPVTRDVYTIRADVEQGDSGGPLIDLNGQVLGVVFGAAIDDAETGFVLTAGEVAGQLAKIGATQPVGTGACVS
BH1578 lux ind: quorum light induction in luxS cqsA deficient V. cholerae; V. cholerae BH1578 lux reporter, luminescence, 6 h; activation, % at 18.7 µM; 350,000 compounds, 0.16% hits; AID 588436; in the data active means activation mostly above about 9.7%, no sharp cut-off; further: not every result past the cut was called active; inactives centre near 0; reference of the scale not given here
The depositor's hits bear a star; i = inactive; . = not tested or not shown; & = joins results of further samples. The list is partial, so the mix of outcomes need not match the whole.

SMILES | DUSP3 inh | 3CLpro inhibitor | PrPC TRFRET | Y pestis TopoI | MazF activator | TcdB inh | PriA SSB inh | CCHF vOTU inh | Rv3671c protease | BH1578 lux ind
O=C(COc1ccc(Br)cc1)NNC(=S)NC(=O)c1ccccc1[N+](=O)[O-] | -2 | 9 | -8 | 8 | 3 | . | 0 | -8 | -2 | -2.7
C=CCNc1cc(C(F)(F)F)nc(-c2ccccn2)n1 | -2 | 0 | 0 | 16 | -2 | . | 1 | -4 | -1 | -3.0
CSCCC(NC(=O)c1cccc(S(=O)(=O)N2CCN(C(C)=O)CC2)c1)c1nc2ccccc2[nH]1 (stereo unspecified) | . | . | -5 | 6 | 2 | 0.9 | -14 | 1 | . | i
CCN1CCN(C(=O)C2(NC(=O)Nc3ccccc3Cl)CCCCC2)CC1 | -18 | 1 | 6 | -7 | 8 | . | -8 | 0 | -3 | i
COc1ccc(C(=O)OCCN2C(=O)c3ccccc3C2=O)cc1OC | . | . | 2 | -8 | -61 | 0.8 | -17 | -10 | . | -0.4
O=C(NC1CCCC1)NS(=O)(=O)c1ccccc1Cl | 36 | -2 | 5 | 11 | 5 | . | -8 | 2 | 7 | i
COc1ccc(-c2cc([N+](=O)[O-])ccc2OCC(=O)N(C)CC(=O)Nc2ccc(C)cc2)cc1 | . | . | -17 | -1 | 1 | -1.7 | 3 | 10 | . | i
Cc1cccc(N(C(=O)c2nsc(Cl)c2Cl)C(C(=O)NC2CCCC2)c2ccc(O)cc2)c1C (stereo unspecified) | -10 | 7 | 21 | 14 | 7 | 2.2 | 2 | 6 | 3 | -3.6
COc1ccccc1OCC(=O)Nc1cccc(N(C)S(C)(=O)=O)c1 | 17 | 7 | -4 | 6 | 7 | . | -15 | -4 | -4 | -0.6
Cn1cnc([N+](=O)[O-])c1Oc1cccc(O)c1 | 4 | 8 | -2 | -5 | -9 | . | -4 | 11 | 3 | -0.1
Cc1c(OCc2nn[nH]n2)ccc2c3c(c(=O)oc12)CCC(C)C3 (stereo unspecified) | 0 | -1 | 0 | 2 | -3 | . | -9 | -24 | -3 | i
COC(=O)c1cn(CCOc2ccc(C)cc2)c2ccccc12 | -2 | 2 | 10 | 0 | -1 | . | -25 | 8 | -7 | -0.2
O=C1CCN(C(=O)c2ccccc2)c2ccccc21 | . | . | 5 | 7 | 10 | 1.9 | . | 7 | . | -4.5
Cc1ccc(NC(=O)CN(C)C(=O)c2ccc(OCc3c(C)noc3C)cc2)cc1 | . | . | 5 | 17 | 3 | 2.1 | -10 | -5 | . | 1.7
COc1ccc(-n2nc(C(=O)NCC(=O)N3CC(C)CC(C)C3)c3ccccc3c2=O)cc1 (stereo unspecified) | 17 | 1 | 3 | 24 | 11 | 1.1 | -20 | 13 | 1 | i
O=Cc1ccccc1-n1cncn1 | 18 | 4 | -5 | -1 | -1 | 1.3 | -11 | 12 | -6 | -0.3
COc1ccc(NC(=O)CN(C)C(=O)/C=C/c2cn(-c3ccccc3)nc2-c2ccc(F)cc2)cc1 | . | . | -3 | -7 | -22 | 2.3 | -7 | 11 | -16 | i
COc1ccccc1C(C)NCC(=O)Nc1c(F)cccc1F (stereo unspecified) | 47 | 2 | -2 | -5 | 8 | 1.2 | -11 | -15 | -5 | -0.4
Cc1cc(C)n(CC(O)COc2ccc(C(C)C)c(C)c2)n1 (stereo unspecified) | 10 | -2 | -1 | 32 | -4 | 1.3 | -21 | 13 | 4 | -0.8
CCOC(=O)c1c(CC(C)C)csc1NC=O | 25 | 5 | 7 | 12 | -4 | . | -20 | 14 | 3 | .
Cc1nnc2ccc(N3CCCCC3)nn12 | . | 2 | 7 | 0 | 1 | 3.1 | -3 | 6 | -4 | -0.6
Cc1ccc(S(=O)(=O)N2CCOCC2)cc1NC(=O)CN1CCN(c2ccc(O)cc2)CC1 | 11 | 2 | -1 | 14 | 3 | -11 | -1 | -11 | -3 | -0.2
CC(=O)NC(=S)Nc1cc(C(=O)O)ccc1Cl | 6 | 0 | 3 | 12 | 4 | -1.3 | -7 | 0 | 3 | -0.6
O=c1[nH]c(=O)n(-c2ccc(F)cc2)c(O)c1C=NCCN1CCCCC1 | 22 | -1 | -9 | 1 | 7 | -0.1 | 0 | -4 | -3 | -0.5
COc1ccc(N2CCN(Cc3nc4cc(Cl)ccc4c(=O)[nH]3)CC2)cc1 | 22 | 0 | 6 | -7 | 2 | -0.7 | -7 | 7 | 4 | 1.4
N#CCSCC(=O)Nc1ccccc1 | -12 | -2 | -7 | 4 | -2 | . | -5 | -4 | 1 | 1.0
COc1ccc(CSCCN)cc1Cl | -23 | -1 | 4 | -11 | -1 | . | 0 | 8 | -6 | 3.2
COc1ccc(/C(N)=N/OC(=O)CCC2CCCC2)cc1OC | 23 | 0 | 11 | 26 | 1 | 0.8 | . | 5 | -6 | -1.7
COc1cccc(CN(C)C(=O)c2ccc(NC(=O)CC3SC(N4CCCCC4)=NC3=O)cc2)c1OC (stereo unspecified) | . | . | 6 | 26 | 7 | -0.4 | 3 | -3 | . | -1.6
O=C(COc1ncnc2ccc(Br)cc12)NC1CCCC1 | . | . | -4 | -2 | 0 | 0.7 | -6 | 10 | -6 | i

Laid out differently: results already given.
O=C(NC1CCCC1)NS(=O)(=O)c1ccccc1Cl
  DUSP3 inh: 36 | 3CLpro inhibitor: -2 | PrPC TRFRET: 5 | Y pestis TopoI: 11 | MazF activator: 5 | TcdB inh: . | PriA SSB inh: -8 | CCHF vOTU inh: 2 | Rv3671c protease: 7 | BH1578 lux ind: i

N#CCSCC(=O)Nc1ccccc1
  DUSP3 inh: -12 | 3CLpro inhibitor: -2 | PrPC TRFRET: -7 | Y pestis TopoI: 4 | MazF activator: -2 | TcdB inh: . | PriA SSB inh: -5 | CCHF vOTU inh: -4 | Rv3671c protease: 1 | BH1578 lux ind: 1.0

COc1ccc(CSCCN)cc1Cl
  DUSP3 inh: -23 | 3CLpro inhibitor: -1 | PrPC TRFRET: 4 | Y pestis TopoI: -11 | MazF activator: -1 | TcdB inh: . | PriA SSB inh: 0 | CCHF vOTU inh: 8 | Rv3671c protease: -6 | BH1578 lux ind: 3.2

The list goes on:
SMILES | DUSP3 inh | 3CLpro inhibitor | PrPC TRFRET | Y pestis TopoI | MazF activator | TcdB inh | PriA SSB inh | CCHF vOTU inh | Rv3671c protease | BH1578 lux ind
COc1ccccc1/C=C/CN1CCCC(CO)(Cc2cccc(Cl)c2)C1 (stereo unspecified) | 22 | 2 | 6 | 14 | -22 | 1.2 | 7 | 1 | -11 | i
Cc1cccc(NC(=O)NNC(=O)CCc2ccccc2)c1 | 19 | 5 | 8 | 3 | 10 | 1.8 | -13 | 0 | 2 | i
Cc1csc(SC(C)C(=O)NCC(=O)Nc2ccc(F)c(F)c2F)n1 (stereo unspecified) | -1 | 3 | -3 | 0 | 0 | 1.2 | 5 | -7 | 7 | 1.4
CCN(c1ccccc1)S(=O)(=O)c1ccc(OCc2c(C)noc2C)cc1 | 0 | 1 | 0 | 1 | -9 | . | -25 | -6 | 2 | -10
Cc1ccc(OCC(O)CNC(C)c2ccccc2)cc1C (stereo unspecified) | -12 | 2 | 5 | 1 | 3 | 0.1 | -2 | 18 | 2 | i
Cc1ccc(-c2c(C)n([O-])c3c([n+]2=O)CCCCC3)o1 | 14 | -2 | -5 | -10 | 3 | . | -7 | -4 | -3 | i
COc1ccc(C(=O)NCC(=O)OCC(=O)c2cc(OC)c(OC)c(OC)c2)cc1OC | -1 | -2 | -4 | -2 | 5 | 0.7 | 4 | 4 | 1 | -0.3
CCC(C)NC(=O)C1CCN(S(=O)(=O)N2CCCC2)CC1 (stereo unspecified) | 6 | -6 | 1 | 9 | 4 | 1.1 | -9 | 0 | 6 | -0.5
CN1CCCC(C(=O)c2ccccc2)C1 (stereo unspecified) | 5 | 1 | -1 | 6 | 7 | . | -13 | 7 | -3 | i
Cc1ccc2sc(N(CCN(C)C)C(=O)c3ccc(S(=O)(=O)N4CC(C)OC(C)C4)cc3)nc2c1C (stereo unspecified) | -15 | 1 | -2 | 18 | -3 | -0.6 | 16&8 | -1 | -3 | i
O=C(Nc1ccc(CN2CCOCC2)cc1)c1ccccc1F | 22 | -1 | -1 | 1 | 1 | . | -2 | 6 | -18 | -0.2
O=C(Nc1ccc(S(=O)(=O)NC2CCCCC2)cc1)c1ccco1 | -4 | 3 | 1 | -7 | -5 | 1.7 | -10 | -1 | -18 | -0.6
CCC(O)C1CCN(C(=O)c2cc(COc3ccc(F)cc3F)on2)CC1 (stereo unspecified) | -2 | -5 | 5 | -3 | -2 | 0.6 | -11 | -3 | 5 | -1.0
COc1ccc(/C=N/NC(=O)c2ccc(NC(=O)c3cccc([N+](=O)[O-])c3)cc2)c(OC)c1 | -10 | -4 | -29 | 9 | 10 | 1.1 | . | 3 | -3 | -0.1
Clc1ccc(CNc2ncnc3[nH]ncc23)c(Cl)c1 | . | . | 6 | -2 | 10 | 1.9 | 4 | -5 | . | .
COc1cccc(NC(=O)CSc2nnc(Cc3cccs3)n2-c2ccc(C)cc2)c1 | 28 | -1 | -3 | 8 | -5 | . | 14 | -11 | -6 | i
Cc1occc1-c1nnc(SCC(=O)c2c[nH]c3ccccc23)n1C | 28 | -3 | 3 | 1 | 7 | . | 5 | 5 | 1 | i
COc1ccc(C(C)NC(=O)CC23CC4CC(CC(C4)C2)C3)cc1 (stereo unspecified) | 10 | -4 | -3 | 18 | 2 | 3.0 | -9 | 15 | -4 | -0.2
Cc1c(Cc2ccccc2)c(=O)[nH]c(=O)n1C | . | . | 6 | 1 | 3 | 0.6 | 0 | 1 | . | -0.8
CN(C)CCn1c(N)nc2ccccc21 | 18 | 6 | -7 | 1 | 1 | 0.1 | -4 | 11 | -3 | -0.2
CCN1CCN(C(=O)C2CCCN(S(=O)(=O)c3cccc4nsnc34)C2)CC1 (stereo unspecified) | 13 | -4 | -31 | 10 | 1 | 0.9 | -7 | 2 | -8 | -0.8
O=c1ccc(Cl)nn1-c1ccccc1 | . | . | 1 | -3 | 3 | -0.9 | -12 | -11 | 1 | i
CCOCCOC(=O)C1=C(C)NC(=O)NC1c1cc2c(cc1Br)OCO2 (stereo unspecified) | 2 | -2 | -5 | 2 | 2 | -0.4 | -10 | 8 | -1 | 2.3
COc1cccc(CNS(=O)(=O)c2c(C(=O)N3CCCCC3)c(C)n(C)c2C)c1 | 54* | 1 | 3 | 2 | 10 | 0.1 | 18 | 10 | 6 | -0.2
COc1cccc(COC(=O)Nc2ccccc2F)c1 | -8 | 1 | 7 | -1 | 3 | 0.5 | -38 | -7 | 4 | -0.6
CCOC(=O)NC1=NCC(C)(C)S1 | . | . | 1 | 2 | 4 | 1.0 | 4 | 1 | . | i
CC(=O)N/N=C(\C)c1cccc(C(F)(F)F)c1 | -1 | 0 | -5 | -5 | 6 | 1.2 | . | 5 | 3 | -0.9
CCCN(Cc1nnc(-c2ccccc2Cl)o1)C(=O)c1cccc(S(=O)(=O)N2CCOCC2)c1 | 27 | 0 | 0 | 22 | 3 | 2.5 | -7 | 7 | 4 | -1.3
CCC(=O)N(Cc1cc(=O)[nH]c2ccccc12)c1ccccc1C | 13 | 4 | 4 | -4 | 6 | 0.7 | -4 | 2 | 0 | 0.8
CCN(C(=O)COC(=O)/C=C/c1cccc([N+](=O)[O-])c1)c1ccccc1 | 13 | -2 | -6 | -2 | 2 | 0.0 | 1 | 12 | 15 | -1.0
Cc1ccc2c(c1)[C@@H](O)C[C@@H](C)N2N=O | -10 | 1 | 5 | 6 | 5 | . | 1 | -12 | 2 | i
Cc1ccc(CNC(=O)c2cc(-c3ccccc3)nn2CC2CC(c3cccnc3)=NO2)cc1 (stereo unspecified) | . | . | -2 | 28 | 0 | . | -1 | -8 | 1 | -1.3

Single records (already shown). Order of values: DUSP3 inh, 3CLpro inhibitor, PrPC TRFRET, Y pestis TopoI, MazF activator, TcdB inh, PriA SSB inh, CCHF vOTU inh, Rv3671c protease, BH1578 lux ind
Cc1c(Cc2ccccc2)c(=O)[nH]c(=O)n1C in the list: ., ., 6, 1, 3, 0.6, 0, 1, ., -0.8
CCC(=O)N(Cc1cc(=O)[nH]c2ccccc12)c1ccccc1C in the list: 13, 4, 4, -4, 6, 0.7, -4, 2, 0, 0.8
